# aGal spleen mod – qHTS Assay for Inhibitors and Activators of Human alpha-Galactosidase From Spleen Homogenate; Alpha-galactosidase A (Homo sapiens), P06280; human spleen homogenate, 4MU-alpha-Gal fluorescence, 40 min; Potency, µM (highest dose often 80 µM), inactives show at the top dose activity change, negative = inhibition, usual class: inhibitors; hit rate 0.008% among 240,000;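 note: 0% = enzyme with vehicle and -100% = no enzyme basal signal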
# Target sequence (P06280 32-429 limits assumed): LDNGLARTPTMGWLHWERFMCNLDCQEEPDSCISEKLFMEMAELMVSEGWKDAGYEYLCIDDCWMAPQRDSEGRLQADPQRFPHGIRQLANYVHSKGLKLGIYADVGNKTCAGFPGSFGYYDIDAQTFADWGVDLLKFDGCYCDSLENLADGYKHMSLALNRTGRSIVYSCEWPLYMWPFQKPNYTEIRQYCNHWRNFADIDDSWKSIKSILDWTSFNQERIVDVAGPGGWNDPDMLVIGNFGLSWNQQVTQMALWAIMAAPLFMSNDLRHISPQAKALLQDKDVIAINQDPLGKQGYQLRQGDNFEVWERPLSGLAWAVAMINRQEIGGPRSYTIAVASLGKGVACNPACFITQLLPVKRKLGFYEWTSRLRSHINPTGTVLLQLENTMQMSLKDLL
#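 Inhibition or activation of alpha-galactosidase in human spleen homogenate is scored by 4-MU fluorescence after 40 min at 37C, pH 5.0, with 1 mM substrate. AC50s come from concentration-response fitted to the Hill equation.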
# ALDH1A1 block – qHTS Assay for Inhibitors of Aldehyde Dehydrogenase 1 (ALDH1A1). Aldehyde dehydrogenase 1A1 (Homo sapiens), P00352. Purified ALDH1A1, NADH fluorescence, propionaldehyde substrate. Potency, µM (titrated, usually from 75.3 µM), inactives show at the highest dose activity, negative = inhibition, most hits filed as inhibitors. hit rate 7.3% among 220,000. AID 1030, 2008; active = well fitted inhibition curve with a large enough effect, not every such curve was filed as active; inconclusive = small, poorly fitted or top-dose-only effect, or another doubt; inactive = no such curve, though single readings can be large or run the other way;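 note: plate controls were no enzyme wells and a reference inhibitor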
# aGlu spleen mod – qHTS Assay for Inhibitors and Activators of Human alpha-Glucosidase From Spleen Homogenate | AID 2112, 2009 | Lysosomal alpha-glucosidase (Homo sapiens), P10253 | Potency, µM (series often up to 79.9 µM), inactives show at the top dose activity change, negative = inhibition, usual class: inhibitors | human spleen homogenate, 4-MU-alpha-glucoside fluorescence | hit rate 0.006% among 240,000;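 note: 0% = enzyme with vehicle and -100% = no enzyme basal signal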
#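 AC50 values come from Hill-equation fits of concentration-response data, normalized to no-enzyme and full-activity controls. Enzyme source: 1 ug human spleen homogenate; 1 mM fluorogenic 4-MU glucoside, pH 5.0 citrate buffer, 37 C, 40 min.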
# Epigenetic reg – Quantitative High-Throughput Screen for Regulators of Epigenetic Control; murine LDR cells, GFP reporter derepression, 30 h; Potency, µM (doses to about 53.9 µM), without a hit: top-dose GFP activation, hits mostly activators; hit rate 0.2% among 280,000; note: % of control where 0% means no effect; nearly all actives have a fitted effect of over 60% in size
#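 Derepression of a silenced CMV-GFP reporter in murine LDR cells is scored by enumerating GFP-positive cells with a laser-scanning microplate cytometer after 30 hours of treatment at 37 C.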
# NPSR antagonist – qHTS Assay for Antagonists of the Neuropeptide S Receptor: cAMP Signal Transduction; AID 1461, 2008; hit rate 1% among 220,000; CHO-NPSR cells, cAMP TR-FRET, antagonist mode; Potency, µM (top dose mostly 38.3 µM), inactives show at the highest dose activity change, negative = inhibition, hits mostly inhibitors; note: % is set by controls: 0 for no effect and ±100 for the full control effect; nearly all actives have a fitted effect of over 50% in size; many of its hits are not listed in these tables
# Target sequence (Q6W5P4 whole entry, looked up): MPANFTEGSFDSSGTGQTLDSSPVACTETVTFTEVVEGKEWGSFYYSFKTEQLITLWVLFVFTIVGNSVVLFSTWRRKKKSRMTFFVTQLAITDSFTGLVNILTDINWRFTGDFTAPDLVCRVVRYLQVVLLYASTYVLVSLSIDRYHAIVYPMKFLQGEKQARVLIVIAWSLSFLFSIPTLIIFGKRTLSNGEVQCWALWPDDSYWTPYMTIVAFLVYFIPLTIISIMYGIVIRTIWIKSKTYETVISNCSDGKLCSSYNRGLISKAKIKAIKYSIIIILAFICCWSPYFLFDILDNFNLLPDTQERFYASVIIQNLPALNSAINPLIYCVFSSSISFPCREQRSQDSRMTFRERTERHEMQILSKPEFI
# GAA inh – qHTS Assay for Inhibitors of Human alpha-Glucosidase as a Potential Chaperone Treatment of Pompe Disease; purified human GAA, 4-MU-alpha-glucoside fluorescence; Potency, µM (top dose mostly 76.9 µM), for the others: at the top dose activity change, negative = inhibition, hits mostly inhibitors; hit rate 0.005% among 200,000;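 note: plate controls were uninhibited enzyme wells for no effect and no-enzyme background for full effect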
#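 Compounds are titrated up to 77 uM against 4 nM human enzyme. Substrate 4-methylumbelliferyl-alpha-D-pyranoside (400 uM) reacts 20 min at room temperature in pH 5.0 buffer; liberated 4-methylumbelliferone is read at 440 nm.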
# Tau fluor counter – Counterscreen qHTS for Inhibitors of Tau Fibril Formation, Fluorescence Polarization; Potency, µM (doses to about 57.7 µM), for inactives: at the highest dose activity change, negative = decrease; hit rate 0.93% among 280,000; tau K18 P301L (four-repeat tau fragment) Alexa594 fluorescence, heparin fibrillization; note: % is set by controls: 0 for no effect and ±100 for the full control effect; nearly all actives have a fitted effect of over 55% in size
#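 Human K18 P301L tau (15 uM unlabeled plus 0.24 uM Alexa 594-labeled, final) in 100 mM sodium acetate pH 7 was mixed with compound and 20 uM heparin and incubated 6 hr at 37 C.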
# GAA glycogen mod – qHTS Assay for Inhibitors and Activators of Human alpha-Glucosidase Cleavage of Glycogen | Lysosomal alpha-glucosidase (Homo sapiens), P10253 | recombinant GAA, glycogen substrate, Amplex Red glucose oxidase fluorescence | Potency, µM (doses to about 76.4 µM), for the others: at the highest dose activity change, negative = inhibition, usual class: inhibitors | hit rate 0.38% among 300,000;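 note: 0% = full enzyme reaction and -100% = no-enzyme basal signal; the screen sought inhibitors and activators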
#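 Natural-substrate format: glycogen cleavage by 4 nM human enzyme, glucose read by Amplex Red coupling (Ex 573, Em 610 nm). Normalized to enzyme and no-enzyme controls.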
# Active calls of the source: *; ? = inconclusive; · = no result given; [ ] = another dose, or the depositor's remark. Unless noted, calls come from the whole dose curve; as a rule, active = well fitted curve in the direction sought with a large enough effect; inconclusive = small, poorly fitted or top-dose-only effect, or another doubt; inactive = no such curve, though single readings can be large; an effect the other way counts as inactive or inconclusive. Potency is the fitted concentration of half-maximal effect. A portion of the library (hit frequency here may not be typical).
SMILES,aGal spleen mod,ALDH1A1 block,aGlu spleen mod,Epigenetic reg,NPSR antagonist,GAA inh,Tau fluor counter,GAA glycogen mod
Cc1ccc(/C=N\NC(=O)c2csnn2)cc1,8.2%,-14.3%,-10.0%,0.8%,-9.4%[46.1 µM],1.3%,-6.6%,-7.5%
Cc1ccc2[nH]cc(C(=O)NCc3cccs3)c(=O)c2c1,3.5%,15.8µM*,-4.9%,-3.0%,-28.4%[46.1 µM],-5.5%,-0.7%,1.5%
COc1ccccc1N(CN1CCCC1=O)C(=O)COc1ccccc1,-7.0%,2.3%,-9.1%,0.0%,1.0%[46.1 µM],2.4%,-3.9%,3.4%
Cc1ccc(CSC2=NCCN2C(=O)c2ccc(S(=O)(=O)N(C)C)cc2)cc1,-0.8%,?,1.7%,-3.4%,-1.9%,-10.7%,-9.9%,-0.7%
COC(=O)C1C(=O)C2=C(CC1C)NC(=O)CC2c1ccccc1 (stereo unspecified),-6.6%,5.0%,-3.9%,-11.6%,-13.4%[46.1 µM],0.7%,7.9%,-5.1%
O=C1/C(=C\c2ccco2)SC(=S)N1c1ccc(O)cc1,8.0%,?,4.4%,-4.4%,-14.5%,-10.6%,?,-3.8%
COC(=O)C1=C(C(=O)OC)[C@@H]2N(Cc3ccccc3)c3ccccc3[C@@]23C[C@@H](C(=O)OC)N(C(=O)c2ccc(Br)cc2)C3=N1,-1.3%[17.5 µM],3.8%[13.5 µM],-5.5%[17.4 µM],·,·,·,-12.3%[11.6 µM],1.7%[76.3 µM]
CCOc1cccc2c1OC1(CCCCC1)N1N=C(c3cccnc3)CC21 (stereo unspecified),1.3%,?,1.5%,-2.2%,-8.8%,2.2%,-11.0%,8.5%
O=C1C(NS(=O)(=O)c2cccs2)=C(N2CCN(c3ccccc3)CC2)C(=O)c2ccccc21,-2.9%,3.55µM*,-4.5%,-4.6%,-24.3%[46.1 µM],2.5%,?,-5.6%
ON1C(c2ccccc2C(F)(F)F)N(O)[C@H]2CCCC[C@H]21 (stereo partly specified),-12.7%,-2.6%,-7.9%,-1.1%,-1.7%[46.1 µM],-0.9%,-5.7%,?
OCCN1CCN(c2cc(C(F)(F)F)nc3ccccc23)CC1,-1.8%,·,-0.9%,0.3%,-0.4%,·,-6.3%,-2.2%
CC(C)CNS(=O)(=O)c1ccccc1C(=O)N1CCCCC1,-22.7%,6.1%,0.1%,3.8%,-5.6%[46.1 µM],-5.6%,-6.3%,2.5%
O=C(N/N=C/c1cccnc1)c1cc(-c2cccs2)nc2ccccc12,0.4%,?,3.1%,0.0%,-2.8%,?,-16.9%,7.4%
Cc1ccc(-n2ncc3c(=O)n(CC(=O)OCc4ccccc4)cnc32)cc1,5.4%,?,0.6%,0.0%,-12.3%[46.1 µM],?,-4.5%,-5.8%
Cc1cc(-c2ccccc2)n2nc(N)nc2n1,1.4%,·,9.3%,-0.1%,13.2%,·,-0.2%,2.4%
CCCNS(=O)(=O)c1ccc(CCC(=O)NCc2ccco2)cc1,0.3%,2.24µM*,-9.4%,0.0%,-11.9%[46.1 µM],-8.6%,-10.1%,-9.0%
O=c1cc(CN2CCN(c3ccccc3F)CC2)c2cc3c(cc2o1)CCCC3,5.1%,?,-3.3%,-1.0%,-5.0%[46.1 µM],-2.2%,-10.9%,-3.6%
COCc1cc(Sc2c(Cl)cccc2Cl)nc(-c2ccccc2)n1,-0.2%,1.0%,-2.4%,2.7%,-15.5%[46.1 µM],-8.9%,-18.2%,-2.9%
COc1ccc(OC)c(-n2c(SCC(C)=O)nnc2-c2cccc(S(=O)(=O)N(C)C)c2)c1,-4.7%,1.8%,-0.6%,2.7%,-14.1%[46.1 µM],0.2%,9.4%,9.1%
COc1cccc(NC(=O)C2CCCN(S(=O)(=O)c3cccc4cccnc34)C2)c1 (stereo unspecified),4.7%,-2.2%,2.7%,0.0%,7.1%,2.4%,-18.6%,-6.3%
CCCC(=O)n1nc(NCc2ccc(OC)cc2)nc1NCc1ccc(OC)cc1,-0.7%,-4.5%,-4.0%,-1.2%,-31.1%,-3.7%,-21.3%,-21.6%
COC(=O)CN(c1ccc(C)cc1)S(=O)(=O)c1ccc2c(c1)n(C)c(=O)c(=O)n2C,7.8%,-3.3%,0.4%,-1.9%,-2.7%[46.1 µM],-2.7%,0.4%,-1.9%
Cn1c(N)c(C(=O)COC(=O)CCC(=O)c2ccc(F)cc2)c(=O)n(C)c1=O,-10.8%,-0.5%,-6.8%,-1.2%,5.3%,8.6%,2.1%,6.5%
Oc1c(C(c2ccccc2)N2CCc3ccccc3C2)sc2ncnn12 (stereo unspecified),3.2%,7.08µM*,-3.9%,2.0%,-18.8%[46.1 µM],2.7%,-2.4%,-0.3%
Cc1ccc(S(=O)(=O)Oc2ccc(/C=N/NC(=O)c3nn(C)cc3[N+](=O)[O-])cc2)cc1,2.1%,?,-1.0%,17.5%,-1.3%,4.9%,?,-0.1%
# Next compounds follow:
SMILES,aGal spleen mod,ALDH1A1 block,aGlu spleen mod,Epigenetic reg,NPSR antagonist,GAA inh,Tau fluor counter,GAA glycogen mod
COc1cccc(N2CCN(Cc3ccsc3)CC2)c1,-2.0%,9.5%,-4.8%,0.7%,-4.1%[46.1 µM],-0.8%,-6.9%,-2.2%
CCCc1cc(=O)[nH]c(Nc2ccc(N3CCCCC3)cc2)n1,0.3%,-1.1%,-5.8%,-2.1%,-21.1%[46.1 µM],-2.9%,?,?
CC(=O)C1C(c2ccc(F)c(F)c2)NC(=O)NC1(O)C(F)(F)F (stereo unspecified),-1.2%,1.6%,0.5%,-1.0%,8.0%,-2.3%,0.7%,4.5%
CC(=O)Nc1ccc(SCC(=O)c2cc(C)n(Cc3cccs3)c2C)cc1,-14.0%,-14.8%,-5.5%,-3.0%,?,-8.5%,-24.3%,4.9%
CCC(=O)Nc1ccc(S(=O)(=O)N2CCOCC2)cc1,6.5%,1.8%,5.7%,-0.1%,-9.0%[46.1 µM],-10.1%,-6.2%,4.3%
Cc1cccc2cc(CN(Cc3ccc4c(c3)OCO4)Cc3nnnn3C3CCCC3)c(=O)[nH]c12,1.2%,11.2µM*,-6.2%,-1.1%,12.6µM*,-6.4%,-14.6%,0.6%
COC1=C(C(=O)c2ccccc2)C(=O)C2(CC=C(C)C)C[C@H](C(=O)OCC(F)(F)F)C(C)(C)[C@@]1(CC=C(C)C)C2=O (tested in a mixture with another compound),2.1%,-8.0%,3.5%,0.0%,·,·,-3.1%,·
O=C(COC(=O)COc1ccccc1[N+](=O)[O-])Nc1ccccc1Br,9.6%,17.8µM*,-2.4%,-0.1%,18.9%,11.7%,5.9%,7.7%
CC(=O)N=c1c(C#N)cc2c(=O)n3ccccc3nc2n1CCCOC(C)C,?,·,?,1.8%,23.1%,·,-21.0%,4.5%
CC1(OC(=O)C2CCCC2)C(=O)C=C2C=C(c3ccsc3)N(C3CCCCC3)C=C2C1=O (stereo unspecified),6.1%[17.5 µM],-9.7%[13.5 µM],-5.3%[17.4 µM],5.2%,-27.1%,·,-8.4%[11.6 µM],0.4%
O=C(/C=C/c1ccccc1)NCCC1=CCCCC1,0.0%,-0.8%,2.9%,-1.0%,9.6%,4.5%,-0.7%,-8.3%
Cc1ccc(NC(=O)/C=C/c2ccc(Cl)cc2)nc1,5.8%,9.7%,4.9%,0.0%,-0.5%,14.8%,8.5%,-7.6%
O=C(NC(NC(=S)N1CCOCC1)C(Cl)(Cl)Cl)c1cccc2ccccc12 (stereo unspecified),-1.6%,6.8%,-6.5%,0.0%,4.9%,1.0%,-14.7%,3.9%
O=C(C1CCC1)N1CCC(O)(c2cccc(F)c2)CC1,3.3%,1.3%,5.2%,0.1%,13.1%,2.3%,-7.9%,7.5%
CCCCC(=O)OCC(=O)Nc1ccc(OC(F)F)cc1,2.1%,-5.0%,4.0%,-2.6%,1.4%[46.1 µM],9.3%,-4.0%,-9.4%
CC(C)S(=O)(=O)c1csc(NC(=O)Nc2ccc(Cl)cc2)c1,7.7%,-2.1%,8.5%,1.1%,49.2%,-0.4%,15.8µM*[quencher],-12.7%
CC(C)OCCCNc1nc2c(-c3ccccc3)nnn2c2ccccc12,1.2%,?,2.0%,3.1%,-27.8%,-2.9%,-11.2%,2.5%
S=C(NCCc1ccccc1)NCCc1ccccc1,5.4%,-6.7%,3.1%,-0.9%,4.0%,-12.3%,-12.5%,0.5%
COCC1CCN(Cc2nc(Cc3ccccc3Cl)no2)CC1,0.6%,14.9%,-4.2%,1.1%,-8.8%,·,4.3%,6.6%
CCn1c(C)nc2cc(C(N)=O)ccc21,5.9%,·,1.6%,0.0%,16.3%,·,-9.2%,5.3%
COC(=O)c1ccc(COC(=O)CNS(=O)(=O)c2ccccc2)cc1,-3.4%,-5.0%,0.6%,3.2%,-16.4%,12.4%,-14.2%,8.2%
Cc1ccc(C(=O)Nc2nnc(-c3ccncc3)o2)cc1,2.2%,?,2.0%,14.9%,-8.1%,4.1%,-2.6%,4.2%
O=C(Nc1nc2ccccc2n1Cc1ccc(Cl)cc1)c1ccco1,-2.1%,-7.7%,-2.8%,0.9%,?,?,-10.9%,5.4%
O=C(Nc1ccc(F)cc1)C(Cc1ccccc1)n1cccc1 (stereo unspecified),3.9%,·,0.5%,7.3%,-23.1%,·,-6.1%,1.1%
COc1c(C)cccc1C(=O)Nc1ccc(N2CCN(S(C)(=O)=O)CC2)cc1,-7.5%,11.0%,-7.4%,2.1%,9.4%[46.1 µM],-4.2%,-13.0%,1.8%
CC(=O)Nc1ccc(/C=C(\C#N)C(N)=O)cc1,1.8%,·,1.4%,0.0%,-0.5%,·,-21.4%,-0.5%
CC1(c2nnc(-c3ccncc3)o2)CC(c2c(Cl)cccc2Cl)=NO1 (stereo unspecified),-2.1%,·,0.2%,-1.1%,6.6%,·,-4.0%,10.2%
COc1ccc(OC)c(NC(=O)c2ccc3nc(-c4ccccc4)c(-c4ccccc4)nc3c2)c1,3.9%,10µM*,-0.3%,-1.0%,-6.6%,-2.0%,-27.5%,-2.7%
